PP1 inh = PP1-alpha phosphatase inhibitors, primary screen, counter-screen for PP5 inhibitor project, biochemical, fluorescence, OMFP substrate, single point; inhibition, % at 6.7 µM; purified PP1alpha; AID 2235, 2010; actives 0.9% (n = 320,000); Serine/threonine-protein phosphatase PP1-alpha catalytic subunit (Homo sapiens), P62136;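 active = inhibition above the mean inhibition of all tested compounds plus 3 SD, computed separately for each screening campaign, cut at about 15% in these data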
PP5 primary = PP5 phosphatase inhibitors, primary screen, biochemical, fluorescence. Serine/threonine-protein phosphatase 5 (Homo sapiens), P53041. purified PP5c, OMFP substrate fluorescence. inhibition, % at 6.7 µM. actives 0.18% (n = 320,000);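 active = inhibition above the campaign's mean inhibition across all tested compounds plus 3 SD, cut at about 9.5% in these data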;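 also: 0% = DMSO only and 100% = 100 µM cantharidin control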
Target sequence (P53041 whole entry, looked up): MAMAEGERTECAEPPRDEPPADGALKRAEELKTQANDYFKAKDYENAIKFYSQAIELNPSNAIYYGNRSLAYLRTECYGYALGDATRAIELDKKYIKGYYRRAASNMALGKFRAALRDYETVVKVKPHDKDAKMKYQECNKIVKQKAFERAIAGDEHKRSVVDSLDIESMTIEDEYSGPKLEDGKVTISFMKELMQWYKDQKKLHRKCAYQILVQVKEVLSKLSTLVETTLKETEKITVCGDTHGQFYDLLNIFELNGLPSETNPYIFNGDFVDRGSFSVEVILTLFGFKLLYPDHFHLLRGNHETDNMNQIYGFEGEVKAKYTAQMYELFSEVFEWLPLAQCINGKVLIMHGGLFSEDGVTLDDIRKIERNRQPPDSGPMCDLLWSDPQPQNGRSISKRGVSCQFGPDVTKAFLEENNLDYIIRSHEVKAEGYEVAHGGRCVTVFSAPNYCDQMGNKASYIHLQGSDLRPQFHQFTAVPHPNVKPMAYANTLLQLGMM
TPT1 inh = Candida albicans TPT1 enzyme inhibitors, primary screen, biochemical, fluorescence polarization; recombinant caTPT1, FP RNA substrate dephosphorylation; tRNA 2'-phosphotransferase TPT1 (Candida albicans SC5314); inhibition, % at 5 µM; actives 0.81% (n = 300,000);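 active = inhibition above the mean of all tested compounds plus 3 SD, set per screening campaign, cut at about 24% in these data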;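 also: plate controls were DMSO alone for no effect and ferristatin control at 100 nM for full effect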
HCV core dimer = inhibitors of HCV core protein dimerization, primary screen, biochemical, TR-FRET, high-throughput. TR-FRET GST/Flag-core106 dimerization, 1536-well. inhibition, % at 5 µM. actives 0.33% (n = 300,000). AID 1899, 2009;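 active = inhibition above the mean of all tested compounds plus 3 SD, set per screening campaign, cut at about 45% in these data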
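System: GST/Flag-tagged HCV core106 proteins. Incubation: compound-protein-antibody incubation 4 h at 22.5 °C. Technique: HTRF with 340 nm excitation, 617/671 nm emission. Medium: KF-containing HEPES buffer, pH 7.45, DTT, CHAPS, BSA. Read-out: inhibition (%) from 671 over 617 nm ratio. Also added: Eu(K)-anti-GST 90 ng/mL plus XL665-anti-Flag 1 µg/mL.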
AHR activator = AHR activators, primary screen, cell-based, luminescence, luciferase reporter, human; Aryl hydrocarbon receptor (Homo sapiens), P35869; AHR-responsive luciferase reporter cells; activation, % at 5 µM; actives 2.5% (n = 320,000); in the data active = activation above about 47%;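 also: 0% = vehicle wells and 100% = reference agonist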
Fh CTSL1 inh = Fasciola hepatica cathepsin L1 inhibitors, primary screen, counter-screen for PFM18AAP inhibitor project, biochemical, QFRET, fluorogenic peptide substrate; inhibition, % at 5.96 µM; recombinant F. hepatica cathepsin L1, Z-Leu-Arg-MCA fluorescence; AID 1906, 2009; actives 0.49% (n = 300,000);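 active = inhibition above the mean of all tested compounds plus 3 SD, set per screening campaign, cut at about 17% in these data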;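 also: 0% = plate median of test compound wells and 100% = 1 µM Z-Phe-Ala-diazomethylketone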
PAFAH2 inh = PAFAH2 enzyme inhibitors, primary screen, biochemical, fluorescence polarization, human; actives 0.99% (n = 340,000); AID 492956, 2010; inhibition, % at 3.39 µM; recombinant PAFAH2, FP-rhodamine activity probe;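 active = inhibition above the mean over all tested compounds plus 3 SD, cut at about 30% in these data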;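 also: inhibitors block probe labeling of enzyme so polarization drops; 0% = enzyme with DMSO and 100% = wells lacking PAFAH2 protein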
procasp7 counter = procaspase-7 activators, primary screen, counter-screen for procaspase-3 activator project, biochemical, absorbance, HTS, human; activation, % at 8.5 µM; actives 0.093% (n = 330,000); AID 463210, 2010; Caspase-7 (Homo sapiens), P55210; recombinant procaspase-7, Ac-DEVD-pNA absorbance 405 nm; D23A/D198A/D206A triple mutant, cannot self-cleave; scale: DMSO 0, 5 µM enzyme 100;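 active = percent activation above the screen-wide mean plus 3 SD, cut at about 25% in these data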
Target sequence (P55210 whole entry D23A/D198A/D206A): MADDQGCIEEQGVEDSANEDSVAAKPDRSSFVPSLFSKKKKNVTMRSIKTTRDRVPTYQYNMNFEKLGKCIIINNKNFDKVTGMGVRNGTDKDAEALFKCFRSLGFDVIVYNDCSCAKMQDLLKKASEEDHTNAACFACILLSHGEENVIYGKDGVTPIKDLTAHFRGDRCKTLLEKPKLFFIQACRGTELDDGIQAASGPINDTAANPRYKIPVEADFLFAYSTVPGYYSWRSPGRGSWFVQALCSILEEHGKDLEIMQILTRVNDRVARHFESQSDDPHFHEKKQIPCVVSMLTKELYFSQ
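Assay system: Uncleavable procaspase-7 mutant enzyme | Input: 2 µM procaspase-7 mutant as dispensed | Timing: 1 h compound preincubation, 2 h substrate cleavage, 25 °C | Repeats: One well per compound | Control set: DMSO wells as 0%, DMSO with 5 µM added PC-7 as 100% | Technique: Epi-absorbance of released pNA at 405 nm, two timepoints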
proCasp3 act = activators of human procaspase-3 D3A mutant, primary screen, biochemical, absorbance, PC-3 D3A mutant, single concentration | Caspase-3 (Homo sapiens), P42574 | recombinant procaspase-3 D3A, Ac-DEVD-pNA absorbance 405 nm | activation, % at 8.5 µM | actives 0.11% (n = 330,000) | AID 463141, 2010;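 active = activation above the mean of all tested compounds plus 3 SD, cut at about 21% in these data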;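 also: 0% = DMSO alone and 100% = DMSO wells spiked with extra 5 µM PC-3 D3A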
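Technique: 405 nm absorbance of p-nitroaniline, reads at 0 and 120 min; Test system: Procaspase-3 D3A mutant; Incubation: 1 h enzyme-compound preincubation, then 2 h substrate reaction, 25 °C; Repeats: singlicate, each compound tested once; Benchmarks: low control DMSO wells, high control DMSO plus 5 µM PC-3 D3A.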
* = called active by the depositor; nt = not tested or not shown.

SMILES	PP1 inh	PP5 primary	TPT1 inh	HCV core dimer	AHR activator	Fh CTSL1 inh	PAFAH2 inh	procasp7 counter	proCasp3 act
CCC(C)NC(=O)c1ccc(C2SCC(=O)N2Cc2ccccc2)cc1 (configuration not stated)	-5	2.9	-4	-5	0	6	2	0	-2
COc1cccc(CNn2cn[nH]c2=S)c1OCc1ccccc1	1	5.2	-1	2	4	-1	-6	-8	-5
COc1ccccc1C1/C(=C(/O)c2ccc(Cl)cc2)C(=O)C(=O)N1CCN1CCOCC1 (configuration not stated)	-1	-0.6	-2	2	22	0	5	-8	-4
Cc1cc(=O)oc(C)c1C(=O)NNC(=O)C1(C)CC1Br (configuration not stated)	0	1.5	1	-7	1	-2	-1	-7	1
Cc1cc(C)c2c(CC(=O)NCc3ccco3)coc2c1	-1	-2.8	-1	-10	3	4	4	3	5
O=C(CSc1ncn[nH]1)Nc1nsc(-c2ccccc2)n1	1	-0.1	-2	-1	12	-1	-6	6	4
Cc1ccc(Cn2nc(C)c(C(=O)NCC(c3cccs3)N3CCOCC3)c2Cl)cc1 (configuration not stated)	-1	4.0	-2	-8	1	1	1	4	2
CCOC(=O)C1C(=O)NC(SC)=C(C#N)C1c1ccccc1F (configuration not stated)	-1	0.1	-5	-3	-3	-3	-2	7	10
COc1ccc(N(C)C(=O)C2CCN(S(=O)(=O)c3cccc4nsnc34)CC2)cc1	0	0.5	0	3	2	-4	-6	-2	7
Cc1nn(C)c2ncc(C(N)=O)c(Oc3ccc(Cl)cc3)c12	1	2.7	-3	-7	1	0	nt	-6	-15
CC(=O)CSc1nc2c(c(=O)[nH]c(=O)n2C)n1Cc1ccccc1Cl	0	-0.3	-1	-7	0	2	1	5	12
O=C(Cc1ccc(S(=O)(=O)N2CCOCC2)s1)N1CCN(c2ccc(C(F)(F)F)cc2[N+](=O)[O-])CC1	5	2.1	2	10	0	9	3	6	-8
O=C(NCc1cccnc1)NC1(C(F)(F)F)Oc2ccccc2O1	2	2.8	2	-5	2	-2	19	-3	6
CCOc1ccc(NC(=O)c2ccncc2)cc1	-6	-0.6	1	2	15	-9	4	3	3
COc1cc(CNCc2ccccc2)c(Br)cc1OC1CCCC1	-1	4.3	-3	-7	19	0	11	2	6
CC(=O)Nc1nc(=O)c2ccccc2s1	-2	-0.3	1	8	3	1	-2	-7	-16
Cc1ncc(CN2CCC(n3nccc3NC(=O)c3ccccc3)CC2)s1	-3	-1.9	0	-5	1	-1	5	2	-1
COc1ccccc1NC(=O)N1CCN(CCc2ccccc2)CC1	-3	3.8	0	0	4	9	-8	-6	-9
Cc1nnsc1NC(=O)OCc1ccc(C(F)(F)F)cc1	17*	2.0	-1	-4	19	-2	-2	3	-1
CSc1ncccc1C(=O)Nc1ccc2c(c1)OCCO2	nt	nt	nt	nt	7	nt	3	2	1

A portion from further up:
SMILES	PP1 inh	PP5 primary	TPT1 inh	HCV core dimer	AHR activator	Fh CTSL1 inh	PAFAH2 inh	procasp7 counter	proCasp3 act
CC(=O)Nc1nc(=O)c2ccccc2s1	-2	-0.3	1	8	3	1	-2	-7	-16
Cc1ncc(CN2CCC(n3nccc3NC(=O)c3ccccc3)CC2)s1	-3	-1.9	0	-5	1	-1	5	2	-1
COc1ccccc1NC(=O)N1CCN(CCc2ccccc2)CC1	-3	3.8	0	0	4	9	-8	-6	-9
Cc1nnsc1NC(=O)OCc1ccc(C(F)(F)F)cc1	17*	2.0	-1	-4	19	-2	-2	3	-1
CSc1ncccc1C(=O)Nc1ccc2c(c1)OCCO2	nt	nt	nt	nt	7	nt	3	2	1

More records:
SMILES	PP1 inh	PP5 primary	TPT1 inh	HCV core dimer	AHR activator	Fh CTSL1 inh	PAFAH2 inh	procasp7 counter	proCasp3 act
COc1cccc(-c2nnc(-c3ccccc3NC(=O)c3ccc(C(C)(C)C)cc3)o2)c1	-6	2.7	0	2	3	-1	nt	6	-9
COc1ccccc1C(=O)Nc1ccc2c(C)cc(=O)oc2c1	-7	-6.8	0	-4	98*	-4	2	-5	0
CCOc1ccc(S(=O)(=O)NCCC(=O)NCc2ccccn2)cc1	-4	1.5	1	0	3	-1	2	0	6
C=C(C)C(=O)Nc1ccc2c(c1)OCCOCCOCCO2	17*	-1.7	3	27	-2	1	-1	2	-4
Cc1cc2cc(CNC(=O)NC3CCCCC3)ccc2n1C	3	3.0	-3	1	1	-4	6	12	4
N#Cc1ccc(COC(=O)c2ccc3c(c2)OCO3)cc1	-2	2.7	-2	8	0	0	-3	4	1
O=Cc1cccc2ccc3cccc(C(=O)O)c3c12	-7	0.0	-4	1	0	-3	-5	8	-5
OC(c1ccccc1)(c1ccc(F)cc1)C(c1ccccc1)N1CCOCC1 (configuration not stated)	9	4.3	0	9	0	3	-1	11	7
O=c1oc(-c2ccccc2NS(=O)(=O)c2ccc(Cl)cc2)nc2ccccc12	2	0.1	-4	13	-2	1	82*	13	10
Cc1ccc(NC(=S)NCCc2ccccc2)c(C)c1	0	3.1	2	4	4	3	9	0	-4

One compound at a time, as listed above.
Record of `COc1cccc(-c2nnc(-c3ccccc3NC(=O)c3ccc(C(C)(C)C)cc3)o2)c1` : PP1 inh: -6; PP5 primary: 2.7; TPT1 inh: 0; HCV core dimer: 2; AHR activator: 3; Fh CTSL1 inh: -1; PAFAH2 inh: nt; procasp7 counter: 6; proCasp3 act: -9
Record of `N#Cc1ccc(COC(=O)c2ccc3c(c2)OCO3)cc1` : PP1 inh: -2; PP5 primary: 2.7; TPT1 inh: -2; HCV core dimer: 8; AHR activator: 0; Fh CTSL1 inh: 0; PAFAH2 inh: -3; procasp7 counter: 4; proCasp3 act: 1

Other structures.
SMILES	PP1 inh	PP5 primary	TPT1 inh	HCV core dimer	AHR activator	Fh CTSL1 inh	PAFAH2 inh	procasp7 counter	proCasp3 act
O=C(Nc1ccccc1)/C(=C\c1ccc(F)cc1)NC(=O)c1ccco1	-2	0.9	-2	5	8	1	18	-10	-2
NC(=O)CSC1=Nc2ccccc2C2=NC(CCC(=O)NCc3ccc(F)cc3)C(=O)N12 (configuration not stated)	-3	4.1	4	-1	9	-2	1	0	-5
CCCCOc1cccc(C(=O)Nc2ccc(NC(=O)c3cccs3)cc2)c1	-2	-2.2	-2	15	5	2	0	6	4
CCOc1ccc(/C=N/NC(=O)C2CC2)cc1OC	-1	2.1	-1	4	12	-1	-9	-5	12
Cc1c(NC(=O)CCCCCN2C(=O)c3ccccc3C2=O)c(=O)n(-c2ccccc2)n1C	1	0.5	0	-5	0	-2	0	6	2
N#CCn1c(C2CCCCC2)nc2ccccc2c1=O	-2	-2.2	-3	4	5	0	-2	2	1
CCCSc1nsc(SCCC)c1C(N)=O	-7	0.1	0	1	1	-1	-5	2	-3
Cc1cc(C)c(NS(=O)(=O)c2ccc3c(c2)NC(=O)C(C)C(=O)N3)c(C)c1 (configuration not stated)	-1	3.9	1	4	-2	1	8	7	-8
CC1CC(C)CN(CCCNC(=O)c2csc3c2CCCC3)C1 (configuration not stated)	-4	0.6	1	-4	5	-2	2	-3	-6
COc1ccc(-n2c(=S)[nH]c3cc(C(=O)Nc4ccc(OC)c(OC)c4)ccc3c2=O)cc1	2	1.9	-3	4	5	1	-7	5	-2
Nc1c(C(=O)NCC2CCCO2)sc(=S)n1-c1ccccc1 (configuration not stated)	-5	1.8	-4	-1	3	2	1	3	1
Cc1ccc(N2C(=S)NC3c4ccccc4OC2(C)C3C(=O)N(C)C)cc1 (configuration not stated)	-3	-1.0	-2	-2	6	1	2	-4	-5
Cc1cccc(OCC(=O)OCC(=O)Nc2ccc(Cl)cn2)c1	nt	nt	nt	nt	2	nt	-1	7	16
CC(=O)C1=C(C)NC(=O)NC1c1ccccc1OCC(=O)NCCc1ccccc1 (configuration not stated)	-3	0.6	-2	1	2	1	-1	5	3
COc1ccc(-c2csc(NC(=O)c3ccc(OCC(=O)N4CCOCC4)c(OC)c3)n2)cc1OC	-2	2.0	0	-5	9	1	-7	-3	-1
COCCN(C(=O)COC(=O)CCc1nc2ccccc2s1)c1c(N)n(Cc2ccccc2)c(=O)[nH]c1=O	-3	0.8	-1	-2	3	-26	-60	8	-4
Cc1ccc(C)c(N(C)S(=O)(=O)c2cccc3nsnc23)c1	-4	-5.9	4	2	4	5	4	-4	-9
COc1cccc(CNC(=O)c2ccc(N3CCOCC3)c([N+](=O)[O-])c2)c1	2	2.2	0	-9	2	-1	-8	-7	3
Cc1cccc(-c2nnc(SCC#N)n2-c2ccccc2)c1	0	0.5	-3	1	-1	2	5	-7	5
CCN(CC)CCNC(=O)C(=O)Nc1cc2c3c(c1)CCN3C(=O)CC2	18*	-2.2	-4	-9	0	1	5	-7	1
COc1ccc(NC(=O)CSc2nnc(Cc3cccn3C)n2CCc2ccccc2)c(OC)c1	-4	1.8	2	4	2	-6	-3	-19	-19
CCN(CC)C(NC(=O)Cc1ccccc1)C(Cl)(Cl)Cl (configuration not stated)	1	0.5	-4	3	3	-4	-5	12	5
CCCn1c(N)c(N(CCOC)C(=O)c2ccccc2F)c(=O)[nH]c1=O	2	-6.6	2	-11	-3	1	-8	4	-11
CCCCOP(=O)(OCCCC)C1(NS(=O)(=O)c2ccccc2)C=CC(=O)c2ccccc21 (configuration not stated)	2	3.0	1	0	11	9	6	-26	-22

Hits appear at their usual frequency; about 5.6% have a hit in one of these screens.
